Epigenetic derep = Quantitative High-Throughput Screen for Regulators of Epigenetic Control. murine LDR cells, GFP reporter derepression, 30 h. Potency, µM (doses to about 53.9 µM), for inactives: at the top dose GFP activation, most hits filed as activators. 280,000 tested, 0.2% active. AID 1865, 2009; active = well fitted activation curve with a large enough effect; inconclusive = small, poorly fitted or top-dose-only effect; also: % of control where 0% means no effect; nearly all actives have a fitted effect of over 60% in size
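Derepression of a silenced CMV-GFP reporter in murine LDR cells is scored by enumerating GFP-positive cells with a laser-scanning microplate cytometer after 30 hours of treatment at 37 C.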
LMNA splice mod = qHTS Assay for Modulators of Lamin A Splicing; HeLa LMNA splicing GFP/RFP minigene ratio, 48 h; Potency, µM (highest dose often 46.1 µM), without a hit: at the top dose ratio change, negative = inhibition, hits mostly inhibitors; 200,000 tested, 0.01% active; active = well fitted inhibition curve with a large enough effect in the signal ratio, with a control signal flat, not every such curve was filed as active; inconclusive = small, poorly fitted or top-dose-only effect, or effect the other way, or a change in a side signal; the % refers to the signal ratio; also: % is scaled to controls: 0 for no effect and ±100 for the full control effect
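S3 HeLa stable clones carrying a lamin A-EGFP splicing minigene plus DsRed2 were seeded at 600 cells/well in Opti-MEM with 2% FBS, pin-dosed and incubated 48 h at 37°C. Acumen cytometry (488 nm) gave the GFP/RFP total-intensity ratio.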
Active calls of the source: *; ? = inconclusive; [ ] = dose if it differs, or a comment. Potency is read from the fitted curve at half-maximal effect. An excerpt (hit frequency here may not be typical).

SMILES | Epigenetic derep | LMNA splice mod
O=C(COc1ccc(F)cc1)Nc1cccc(OCc2cc(=O)n3ccccc3n2)c1 | 4.6% | ?
CCOc1ccc(CCNC(=O)Cn2c(-c3cccs3)cc3ccccc32)cc1OCC | -1.2% | 4%[46 µM]
Cc1nc(N2CCCC2)c2c(C(=O)Nc3ccc(C)c(Cl)c3)c(C)oc2n1 | 0.0% | ?
CCC(Cc1ccccc1)NC(=O)c1oc(=O)c2ccccc2c1-c1ccccc1 (stereo not given) | -0.7% | -12%[46 µM]
COc1ccccc1N1CCN(C(=O)c2c3c(nc4ccccc24)C(=O)N(C2CCCCC2)C3)CC1 | 1.5% | 5%[46 µM]
Cc1ccc(Cn2ccn(CC(=O)Nc3ccccc3C(F)(F)F)c(=O)c2=O)cc1 | 0.0% | -13%[46 µM]
Fc1ccc(-n2ncc3c(N4CCN(c5ccccc5F)CC4)ncnc32)cc1 | 5.5% | ?
CCCCSc1nnc2[nH]c(=O)cc(C)n12 | 0.2% | 6%[46 µM]
O=c1oc2ccc(Cl)cc2cc1-c1cn2c(n1)sc1ccccc12 | -1.3% | 23%[46 µM]
CCOc1ccc(NC(=O)Cn2c(=O)cc(C)c3c(C)nn(-c4cccc(Cl)c4C)c32)cc1 | 0.6% | -17%[46 µM]
CCN(CC)S(=O)(=O)c1ccc2c(c1)N(CC(=O)N1CCN(c3cccc(C)c3)C(C)C1)C(=O)CO2 (stereo not given) | -0.2% | 5%[46 µM]
O=C(NC1CCCCCC1)c1ccc2c(c1)sc1nc(-c3ccccc3)cn12 | 1.4% | 16%[46 µM]
O=C(NCC(c1ccc2c(c1)OCO2)N1CCN(c2ccccc2)CC1)C(=O)Nc1ccc(F)cc1 (stereo not given) | 1.4% | ?
COc1cccc(C(=O)Nc2cccc(C(=O)OCc3cc(=O)n4c5c(sc4n3)CCCC5)c2)c1 | -2.5% | -3%[46 µM]
CCc1ccc(Sc2cc(C(=O)NCCCN3CCCC(C)C3)c3ccccc3n2)cc1 (stereo not given) | -0.9% | ?
CCc1nc2ccc(C(=O)NCc3ccccc3C)cc2nc1CC | 5.0% | -26%[46 µM]
Cc1cccc(C(=O)Nc2ccc(C(=O)OCc3cc(=O)n4c5c(sc4n3)CCCC5)cc2)c1 | 4.0% | -13%[46 µM]
COc1ccc(Cl)cc1NC(=O)C1CCN(S(=O)(=O)c2ccc3c(c2)CCCN3C(=O)C2CCC2)CC1 | 0.0% | ?
COc1ccc(N2CCN(c3nc(-c4ccccc4F)nc4ccccc34)CC2)cc1 | -1.1% | ?
Cc1cccc(-c2nc3c4ccccc4n(CC(=O)Nc4cccc(F)c4)c(=O)n3n2)c1 | ? | -8%[46 µM]
Cc1cc2c(cc1S(=O)(=O)CCC(=O)N1CCC(C)CC1)OCC(=O)N2 | 0.8% | ?
CC1=C(C(=O)Nc2ccc(C)cc2C)C(c2ccccc2C)n2ncnc2N1 (stereo not given) | -1.7% | 0%[46 µM]
CC(=O)c1ccc(NC(=O)CSc2nccn2C2CCCC2)cc1 | -1.3% | 20%[46 µM]
CCOc1ccc(C(=O)NCCS(=O)(=O)N2CCN(c3ccccc3F)CC2)cc1OCC | 0.0% | 4%[46 µM]
Cc1cc(-n2c(C)nc3ccccc3c2=O)ccc1NC(=O)C(F)(F)F | -1.4% | -2%[46 µM]
O=C(NCCc1ccc(Cl)cc1)c1ccc2c(c1)N(Cc1cccc(Cl)c1)C(=O)c1ccccc1S2(=O)=O | 0.0% | 1%[46 µM]
O=C(c1ccc([N+](=O)[O-])cc1)N1c2ncnn2C2(CCCCC2)[C@@H]2CCCC[C@@H]21 | -3.2% | 2%[46 µM]
Cc1cc(C)cc(S(=O)(=O)Nc2cccc(-c3ccc(N4CCOCC4)nn3)c2)c1 | 0.0% | ?
CCCOc1ccc(C2C(=O)N(C3CCCCCC3)CC(=O)N2CCC2=CCCCC2)cc1OC (stereo not given) | 8.2% | 10%[46 µM]
CCC(C)n1c(SCc2ccc(C(C)(C)C)cc2)nc2ccsc2c1=O (stereo not given) | -1.3% | -11%[46 µM]
O=C(CN1C(=O)CCc2cc(S(=O)(=O)N3CCOCC3)ccc21)Nc1cccc(C(F)(F)F)c1 | -1.9% | 16%[46 µM]
CCCC(=O)NCC(c1ccc2c(c1)OCO2)N1CCOCC1 (stereo not given) | 9.7% | 18%[46 µM]
COc1cccc(CNC(=O)C2CCCN(S(=O)(=O)c3ccc4c(ccn4C)c3)C2)c1 (stereo not given) | -1.7% | ?
CCOc1ccc(N(C)S(=O)(=O)c2cc(-c3cnc(C)o3)ccc2OC)cc1 | 6.5% | ?
Cc1ccc(-n2nc(C(=O)N3CCN(c4ccccc4)CC3)c(=O)n(C)c2=O)cc1 | -0.6% | -1%[46 µM]
Cc1nc2ccn(Cc3cccs3)c(=O)c2cc1C(=O)N1CCN(c2ccccc2)CC1 | 0.0% | -1%[46 µM]
CCOC(=O)C1CCCN(Cc2cn3c(-c4ccc(Br)cc4)nnc3s2)C1 (stereo not given) | 2.8% | -21%[46 µM]
CCc1ccccc1NC(=O)N1CCN(Cc2nc3ccc(C)cc3o2)CC1 | 0.7% | 7%[46 µM]
COc1ccc(OC)c2sc(N(Cc3cccnc3)C(=O)c3ccco3)nc12 | 0.9% | -16%[46 µM]
Cc1ccc(C)c(NC(=O)CSc2nc(=O)n(CCN3CCOCC3)c3c2CCC3)c1 | 1.1% | 14%[46 µM]
CCN(CC)CCNC(=O)c1ccc2nc(CCc3ccccc3)oc2c1 | -1.7% | 3%[46 µM]
COc1ccc(OC)c(-c2noc(N3CCN(c4ccc(C(C)=O)cc4)CC3)n2)c1 | -1.2% | -13%[46 µM]
COc1ccc(CNC(=O)Cn2c(=O)oc3cc(S(=O)(=O)N4CCCCCC4)ccc32)cc1 | -1.1% | ?
CC1CCc2nc(NC(=O)COc3ccc(C(C)(C)C)cc3)sc2C1 (stereo not given) | -1.6% | ?
Cc1cc2[nH]c(=O)c(=O)[nH]c2cc1S(=O)(=O)N1CCN(c2cccc(C)c2C)CC1 | -1.2% | 6%[46 µM]
Cc1ccc(C)c(S(=O)(=O)n2nc(C)c(S(=O)(=O)N3CCCCCC3)c2C)c1 | -1.7% | 6%[46 µM]
COc1ccccc1CNC(=O)c1cc2ccc3ccc(C)[nH]c3c2n1 | -1.3% | ?
CC(=O)N1CCOc2cc(S(=O)(=O)NCc3ccc(F)cc3)c(C)cc21 | 0.0% | 14%[46 µM]
CCN1CCN(CCCNC(=O)c2cnn(-c3ccc(OC)cc3)c2C2CCN(C(=O)OC(C)(C)C)CC2)CC1 | 1.1% | 13%[46 µM]
CCCc1oc2ccc(NS(=O)(=O)c3ccc(OC)cc3)cc2c1C(=O)OCC | 10.0% | ?

An excerpt taken from the entries so far:
SMILES | Epigenetic derep | LMNA splice mod
Cc1nc(N2CCCC2)c2c(C(=O)Nc3ccc(C)c(Cl)c3)c(C)oc2n1 | 0.0% | ?
CCC(Cc1ccccc1)NC(=O)c1oc(=O)c2ccccc2c1-c1ccccc1 (stereo not given) | -0.7% | -12%[46 µM]

Shown in markdown: eleven of the compounds above
| Compound | Epigenetic derep | LMNA splice mod |
| --- | --- | --- |
| COc1ccc(OC)c2sc(N(Cc3cccnc3)C(=O)c3ccco3)nc12 | 0.9% | -16%[46 µM] |
| Cc1ccc(C)c(NC(=O)CSc2nc(=O)n(CCN3CCOCC3)c3c2CCC3)c1 | 1.1% | 14%[46 µM] |
| CCN(CC)CCNC(=O)c1ccc2nc(CCc3ccccc3)oc2c1 | -1.7% | 3%[46 µM] |
| COc1ccc(OC)c(-c2noc(N3CCN(c4ccc(C(C)=O)cc4)CC3)n2)c1 | -1.2% | -13%[46 µM] |
| COc1ccc(CNC(=O)Cn2c(=O)oc3cc(S(=O)(=O)N4CCCCCC4)ccc32)cc1 | -1.1% | ? |
| CC1CCc2nc(NC(=O)COc3ccc(C(C)(C)C)cc3)sc2C1 (stereo not given) | -1.6% | ? |
| Cc1cc2[nH]c(=O)c(=O)[nH]c2cc1S(=O)(=O)N1CCN(c2cccc(C)c2C)CC1 | -1.2% | 6%[46 µM] |
| Cc1ccc(C)c(S(=O)(=O)n2nc(C)c(S(=O)(=O)N3CCCCCC3)c2C)c1 | -1.7% | 6%[46 µM] |
| COc1ccccc1CNC(=O)c1cc2ccc3ccc(C)[nH]c3c2n1 | -1.3% | ? |
| CC(=O)N1CCOc2cc(S(=O)(=O)NCc3ccc(F)cc3)c(C)cc21 | 0.0% | 14%[46 µM] |
| CCN1CCN(CCCNC(=O)c2cnn(-c3ccc(OC)cc3)c2C2CCN(C(=O)OC(C)(C)C)CC2)CC1 | 1.1% | 13%[46 µM] |

Remaining list, next part
SMILES | Epigenetic derep | LMNA splice mod
CCOc1ccc(CNC(=O)C2CCN(C(=O)N3CC(CC)Oc4ccccc43)CC2)cc1 (stereo not given) | 0.0% | 3%[46 µM]
COc1cc2c(cc1OC)C(COc1ccc(F)cc1)N(C(=O)Cc1ccccc1)CC2 (stereo not given) | 0.4% | ?
Cc1ccc(Cl)cc1N1CCN(S(=O)(=O)c2cn(C)c(C)n2)CC1 | -1.7% | 5%[46 µM]
Cc1ccc(C2c3[nH]c4ccccc4c3CCN2C(=O)CSc2ccccc2)cc1 (stereo not given) | -1.4% | -10%[46 µM]
CCn1c(SCC(=O)Nc2cc(Cl)ccc2OC)nc2c([nH]c3ccccc32)c1=O | 3.6% | 10%[46 µM]
Cc1ccc(-n2ncc(C(=O)NCc3ccc4c(c3)OCO4)c2C2CCN(C(=O)OC(C)(C)C)CC2)c(C)c1 | -1.3% | ?
CCOC(=O)N1CCc2c(sc(NCc3cccs3)c2C(=O)Nc2cc(Cl)ccc2OC)C1 | 0.0% | -3%[46 µM]
Cc1ccc(OC(=O)c2cc(-c3ccc4c(c3)OCCO4)on2)c(C)c1 | 0.0% | 16%[46 µM]
Cc1oc(-c2ccccc2)nc1Cn1c(=O)cc(-c2ccccc2)c2c(C)nn(C)c21 | 2.5% | -19%[46 µM]
CC(C)CC(=O)Nc1cccc(-c2cn3cccnc3n2)c1 | 1.4% | 11%[46 µM]
CCCCN(C)CCNC(=O)c1ccc2c(c1)NC(=O)CN2 | 1.7% | -3%[46 µM]
O=C(CCC1N=C2c3ccccc3N=C(SCc3cccc(F)c3)N2C1=O)NCc1cccs1 (stereo not given) | -0.5% | 27%[46 µM]
O=S(=O)(NCC(c1ccco1)S(=O)(=O)c1cccs1)c1ccc(F)c(C(F)(F)F)c1 (stereo not given) | 4.1% | -6%[46 µM]
CC(C)c1nn2c(=O)cc(COC(=O)COc3ccccc3F)nc2s1 | 0.0% | 6%[46 µM]
Cc1ccc(NC(=O)CSc2nc3ccccc3c3nc(CCn4cncc4C)nn23)cc1F | 11% | ?
CCOC(=O)c1c(S(=O)(=O)N2CCC(C(=O)N3CCN(c4ccccc4F)CC3)CC2)c(C)n(C)c1C | -1.3% | 8%[46 µM]
COc1ccc(NC(=O)c2cc3ccccc3o2)c(OC)c1 | 0.8% | ?
C#CCOc1ccc(C2CC(=O)Nc3c2c(C)nn3-c2nc(C)cc(C)n2)cc1 (stereo not given) | -3.2% | 0%[46 µM]
CCOC(=O)c1cc(-c2ccc(OC)cc2)n(CCC(=O)NCCc2ccc(OCC)c(OCC)c2)c1C | -0.2% | ?
Cc1nc(-c2ccc(S(=O)(=O)N(Cc3ccccc3)C(C)C)cc2)co1 | 2.2% | 1%[46 µM]
COc1ccc(CCNC(=O)Cn2cc(S(=O)(=O)Cc3cccc(Cl)c3)c3ccccc32)cc1OC | -0.4% | 10%[46 µM]
COc1ccc(-n2ncc(C(=O)Nc3ccc(C)cc3Cl)c2C2CCN(C(=O)OC(C)(C)C)CC2)cc1 | -1.3% | -22%[46 µM]
CCn1nc(C)c2c(-c3ccccc3)cc(=O)n(C(C)C(=O)NCCc3ccc(OC)c(OC)c3)c21 (stereo not given) | 2.9% | -5%[46 µM]
COC(=O)c1cc(C)nc2c1c(=O)nc(SCc1cc(C)ccc1C)n2C1CC1 | -0.5% | -3%[46 µM]
O=C(COCc1cc(-c2ccco2)on1)Nc1ccc(OC(F)(F)F)cc1 | 0.6% | ?
Cc1ccc(-c2cn3nc(N4CCCC(C(=O)NCc5ccccc5F)C4)sc3n2)cc1 (stereo not given) | 6.2% | 28%[46 µM]
CCN(CC)S(=O)(=O)c1ccc2c(c1)N(CC(=O)N1CCN(c3cccc(C)c3C)CC1)C(=O)CO2 | -1.1% | ?
COc1ccccc1Cn1ccn(CC(=O)Nc2c(C)cc(C)cc2C)c(=O)c1=O | 13% | 6%[46 µM]
COc1ccc(S(=O)(=O)c2cn(C)c3cc(N4CCCCC4)c(F)cc3c2=O)cc1 | -1.2% | 20%[46 µM]
CCOC(=O)c1c(NC(=O)c2ccc(S(=O)(=O)N3CCC(C)CC3)cc2)sc2c1CCN(CC)C2 | ? | ?
COc1ccc(N2CCN(CCCNC(=O)c3cc(Nc4ccccc4OC)nc4ccccc34)CC2)cc1 | -1.1% | ?
CCOc1ccc(-c2c(C)nn3c(C)c(C(=O)NC(C)c4ccccc4)cnc23)cc1OCC (stereo not given) | 0.8% | 8%[46 µM]
COc1ccc(CCC(=O)NCc2nc3cccnc3n2Cc2ccc(OC)cc2)cc1 | 1.4% | 1%[46 µM]
